Assay outcomes (PubChem)
Epigenetic derep – regulators of epigenetic silencing causing reporter derepression in mouse cells; murine LDR cells, GFP reporter derepression, 30 h; 280,000 compounds, 0.2% hits; Potency, µM (highest dose often 53.9 µM), for inactives: at the top dose GFP activation, most hits filed as activators; active means well fitted activation curve with a large enough effect; inconclusive means small, poorly fitted or top-dose-only effect; further: % of control where 0% means no effect; nearly all actives have a fitted effect of over 60% in size
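Murine LDR cells carrying a silenced, genomically integrated CMV-driven GFP reporter were exposed to compound for 30 hours at 37 C. After PBS washes, GFP-positive cells (20–120 um objects) were counted by laser-scanning microplate cytometry.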
* marks the source's active call; other numbers are inactive results; ? = inconclusive. Potency means the concentration at half of the fitted maximal effect. Only part of the results is shown; the hit share may differ from the screen's.

SMILES | Epigenetic derep
CC1(C)CC(=O)c2c(oc3c(Cl)cc(NS(=O)(=O)c4ccc(Cl)cc4)cc23)C1 | -0.1%
Cc1ccc(NC(=O)c2ccc(COc3ccccc3Cl)o2)cc1 | 0.0%
Cc1ccc2nc(N3CCN(c4cccc(C)c4C)CC3)c3nncn3c2c1 | 2.6%
Cc1cccc(NS(=O)(=O)c2ccc3c(c2)CCN3C(=O)C2CCC2)c1 | -1.2%
COc1ccc(NC(=O)Cn2c(=O)n(CC3CCCO3)c(=O)c3ccccc32)cc1 (centres undefined) | -0.9%
Cc1ccc(CSc2oc(-c3cccs3)nc2S(=O)(=O)c2ccccc2)cc1 | -0.7%
Cc1ccc(-n2nc(C(=O)N3CCN(c4cc(C)ccc4C)CC3)c3c4ccccc4n(C)c3c2=O)cc1 | 2.4%
O=C(Nc1sc2c(c1C(=O)NCC1CCCO1)CCCC2)c1cc(=O)c2ccccc2o1 (centres undefined) | 4.5%
COc1ccccc1N1CCN(C(=O)Cn2c(=O)n3nc(-c4cccc(F)c4)nc3c3ccccc32)CC1 | -0.1%
COc1ccc(/C=C/C(=O)Nc2sc3c(c2C(N)=O)CCCC3)cc1 | 13%
CCCCNC(=O)CSc1nc(-c2ccc(OC)cc2)cc(C(F)(F)F)n1 | 1.0%
Cc1ccc(-n2ncc3c(N4CCCCC4)ncnc32)cc1 | 2.5%
O=c1oc2ccccc2cc1-c1nnc(Nc2ccc(Cl)cc2Cl)s1 | -0.8%
CCc1ccc(NS(=O)(=O)c2ccc3oc(=O)c4ncn(CC)c4c3c2)cc1 | 0.9%
COc1ccc(-c2nc3scc(CCNS(=O)(=O)c4ccc5c(c4)OCCO5)n3n2)cc1OC | -0.8%
O=C(COC(=O)C(Cc1c[nH]c2ccccc12)NC(=O)c1ccc(Cl)cc1)c1ccc(Cl)cc1 (centres undefined) | 0.0%
COc1ccc(N2CC(NC(=O)c3cc4ccccc4o3)CC2=O)cc1OC (centres undefined) | 0.9%
O=C(CSc1nnc(-c2ccccc2)c(-c2ccccc2)n1)Nc1ccccc1Cl | 1.6%
COc1cc(Cl)c(C)cc1NC(=O)c1sc2nc3n(c(=O)c2c1C)CCCCC3 | 1.1%
CC(C)CC(=O)Nc1ccc2nc(SCC(=O)N3CCOCC3)sc2c1 | -3.2%
CNC(=O)C1CCC(Cn2c(=O)c3sccc3n(Cc3ccccc3)c2=O)CC1 (centres undefined) | 0.0%
COc1ccc(CNC(=O)c2ccc3c(c2)N(Cc2ccccc2F)C(=O)c2ccccc2S3(=O)=O)cc1 | -1.1%
Cc1cc2oc3c(c(=O)c2cc1C)C(c1ccc(C(C)C)cc1)N(c1nc(C)c(C)s1)C3=O (centres undefined) | -0.1%
O=C(Cc1ccc(F)cc1)NCc1nc2cccnc2n1Cc1ccc(F)cc1 | 6.9%
O=C(CN1c2ccc(Br)cc2-c2ccccc2S1(=O)=O)N1CCCCC1 | -3.2%
CCc1ccc(OC(C)C(=O)N2CCC(c3nc4ccccc4s3)CC2)cc1 (centres undefined) | 1.1%
COc1cccc(CNC(=O)CN(C)S(=O)(=O)c2ccc3[nH]c4c(c3c2)CCCC4)c1 | 0.8%
COc1ccc(Cl)cc1NC(=O)C(C)Sc1nc2c(c(=O)[nH]1)CCCC2 (centres undefined) | -4.5%
Cc1c(Cl)cccc1NC(=O)CN1C(=O)COc2ccc(S(=O)(=O)Nc3ccccc3)cc21 | 0.0%
Cc1c(C(=O)OC2CCC(C)CC2)[nH]c2c1C(=O)CC(c1ccccc1Cl)C2 (centres undefined) | 3.1%
O=C(NCCc1ccc(Cl)cc1)c1ccc2nc(CCc3ccccc3)oc2c1 | 1.7%
COc1cccc(N2CCN(S(=O)(=O)c3cc(-c4cc(C)no4)ccc3C)CC2)c1 | 1.1%
Cc1cc(=O)n2nc(N3CCC(C(=O)NCc4ccc(F)cc4)CC3)sc2n1 | -3.2%
COc1ccc(S(=O)(=O)N2CCN(c3ccccc3F)CC2)cc1-c1noc(C)n1 | 1.1µM*
COc1ccc(Cl)cc1NC(=O)NCc1noc2ccccc12 | -0.1%
Clc1cccc(Nc2ncnc3c2nc2n3CCCCC2)c1 | -1.2%
CCOC(=O)C1CCN(C(=O)C2COc3ccccc3C2)CC1 (centres undefined) | -1.7%
COc1cc(OC)cc(C(=O)Nc2ccc3c(c2)CCCN3C(=O)c2cccs2)c1 | ?
CCOc1ccc(-c2nnc(SCC(=O)N(CC)c3cccc(C)c3)o2)cc1 | -2.6%
CCc1nnc(SCC(=O)Nc2ccc(OC)c(OC)c2)c2cc3occc3n12 | 4.1%
CCOC(=O)c1ccc(N2C(=O)c3n[nH]c(-c4cccs4)c3C2c2ccc(C(C)(C)C)cc2)cc1 (centres undefined) | 3.9%
CC(=O)c1cc2c(cc1N/C(=N/S(=O)(=O)c1ccc(C)cc1)c1ccc(F)cc1)OCO2 | 1.3%
Cc1ccc(/C=C/C(=O)Nc2nc(-c3cccs3)ns2)cc1 | 0.8%
Cc1csc2nc(COc3ccccc3NC(=O)c3ccco3)cc(=O)n12 | 2.8%
Cc1ccc(CNC(=O)c2ccc(-c3nc(CN4CCc5ccccc54)c(C)o3)cc2)cc1 | -0.9%
CCCn1c2ccccc2c2cnn(CC(=O)NCCCN3CCCCC3)c(=O)c21 | -1.2%
CCOC(=O)c1ccc(CN(Cc2ccc(F)cc2)S(=O)(=O)c2ccc(F)c(C(=O)Nc3c(C)cccc3C)c2)cc1 | 0.5%
COc1ccc(Cn2c(C(=O)O)c(CNC3CCC(C)CC3)c3ccc(C)cc32)cc1 (centres undefined) | 1.8%
Cc1ccc(NC(=O)CCN2C(=O)c3ccccc3Sc3ncccc32)cc1 | -1.6%
CCC(=O)N1CCc2cc(Br)cc(S(=O)(=O)N3CCCC(C(=O)NCc4ccc(F)cc4)C3)c21 (centres undefined) | -1.8%
O=C(NCC(c1cccnc1)N1CCc2ccccc21)c1ccc(F)cc1 (centres undefined) | 4.2%
CCOc1ccc(CNC(=O)c2cnc3sc(N4CCCCCC4)nn3c2=O)cc1OC | 1.5%
COc1cc(C)ccc1OCCSc1nnc(-c2cccs2)o1 | -1.6%
COc1cc(-c2nc(-c3ccccc3)c(-c3ccc(Br)cc3)[nH]2)cc(OC)c1O | -1.9%
O=S(=O)(NCc1ccccc1)c1ccc2[nH]c3c(c2c1)CCCCC3 | 1.3%
CCOc1ccc(NC(=O)CN2C(=O)c3ccccc3Sc3ccc(C(=O)OC)cc32)cc1 | ?
COc1ccc(N2CC(NC(=O)c3ccc(S(=O)(=O)N4CCOCC4)cc3)CC2=O)cc1OC (centres undefined) | 4.8%
Cc1c(C(=O)Nc2ccc(F)c(F)c2)oc2ccc(S(=O)(=O)N3CCC4(CC3)OCCO4)cc12 | 4.7%
CCc1ccccc1NS(=O)(=O)c1ccc(-c2coc(C)n2)cc1 | 0.0%
COc1cc(NC(=O)CN2C(=O)C(c3ccc(C)cc3)=NC23CCCCC3)cc(OC)c1 | -1.9%
(list continues)
SMILES | Epigenetic derep
COc1cccc(CNC(=O)C2CCN(Cc3cc4ccccc4n3Cc3ccccc3)CC2)c1OC | 9.1%
O=C(c1ccccc1)N(Cc1ccco1)Cc1cccs1 | -2.3%
Cc1ccc(-n2cc(-c3ccccc3)c3c(N4CCCCC4)ncnc32)cc1 | 0.7%
COc1cc(Cl)c(C)cc1NC(=O)CCCN1C(=O)C(c2ccccc2)Oc2cccnc21 (centres undefined) | -4.2%
Cc1cc(SCC(=O)Nc2ccc(C(F)(F)F)cc2)nc(=O)[nH]1 | -1.4%
Cc1cc(O)c2c(C)c(CC(=O)N3CCCCC3)c(=O)oc2c1 | -1.9%
Cc1ccc(C)n1-c1nnc(N2CCCC(C(=O)NCc3ccc(F)cc3)C2)s1 (centres undefined) | -0.4%
COc1ccc(-c2nsc(NC(=O)c3oc4ccccc4c3C)n2)cc1 | 7.0%
CCCN(C(=O)CCc1nc(-c2ccccc2F)no1)c1ccc(CC)cc1 | 1.1%
O=S(=O)(NCCc1ccccc1)c1ccc(N2CCCCS2(=O)=O)cc1 | -1.5%
CCCOc1ccccc1C(=O)N1CCCCC1CCN1CCCCC1 (centres undefined) | -3.4%
COc1ccc(CN(C(=O)Nc2ccc(C)c(F)c2)C2CCN(C(C)=O)CC2)cc1 | -0.4%
O=C(COc1ccccc1)Nc1nnc(S(=O)(=O)N2CCCC2)s1 | 1.1%
COc1ccc(OC)c(NC(=O)CC2C(=O)NCCN2C(=O)C(F)(F)F)c1 (centres undefined) | -1.1%
O=C(CSc1n[nH]c(-c2ccccc2)n1)N1CCN(c2ccccc2F)CC1 | 9.1%
O=C(NCCCN1CCN(c2cccc(Cl)c2)CC1)c1sc2ncccc2c1-n1cccc1 | -1.7%
COc1ccc(S(=O)(=O)c2c(O)c(C)cc(NS(=O)(=O)c3ccc(Cl)cc3)c2C(C)C)cc1 | 0.0%
COc1ccc(Br)cc1CNC(=O)c1ccc2c(c1)nc1n2CCCCC1 | 3.2%
COc1ccc(C)cc1NC1(c2ccccc2)C(=O)c2ccccc2C1=O | -0.4%
CN1C(=O)c2ccccc2Sc2ccc(NC(=O)N3CCN(c4ccccc4F)CC3)cc21 | -1.4%
COc1ccc(NC(=O)c2oc3ccc(S(=O)(=O)N(C)C4CCCCC4)cc3c2C)cc1Cl | 1.2%
O=C(NCc1ccccc1Cl)c1cnc(N2CCCCC2)c2ccccc12 | 2.2%
COc1cc(NS(=O)(=O)c2cccs2)cc(OC)c1 | -0.9%
CC(C)CC(=O)NCC(c1ccc2c(c1)OCO2)N1CCN(c2ccc(F)cc2)CC1 (centres undefined) | 4.2%
CCOc1ccc(NC(=O)C2CCC(CNS(=O)(=O)c3ccc4c(c3)CCCC(=O)N4)CC2)cc1 (centres undefined) | -0.9%
CCOc1ccc(N2C(=O)c3[nH]nc(-c4ccccc4)c3C2c2ccc(O)c(OC)c2)cc1 (centres undefined) | -2.0%
COc1ccc(-c2cn(-c3ccc(C)cc3)c(S(=O)(=O)CC(=O)Nc3ccc(F)cc3)n2)cc1 | -0.8%
Cc1ccc(Cn2c3ccccc3c3cnn(CC(=O)Nc4cc(Cl)ccc4C)c(=O)c32)cc1 | 1.1%
COc1ccc(Br)cc1CNC(=O)c1nn(-c2ccc(C)cc2)c(=O)c2c1c1ccccc1n2C | 5.3%
Cc1ccc2c(c1)c(=O)c1ccccc1n2CCCC(=O)Nc1cc(Cl)ccc1C | ?

Among those listed so far, these contain an aryl thioether with sulfur outside any ring.
SMILES | Epigenetic derep
Cc1ccc(CSc2oc(-c3cccs3)nc2S(=O)(=O)c2ccccc2)cc1 | -0.7%
CCCCNC(=O)CSc1nc(-c2ccc(OC)cc2)cc(C(F)(F)F)n1 | 1.0%
O=C(CSc1nnc(-c2ccccc2)c(-c2ccccc2)n1)Nc1ccccc1Cl | 1.6%
CC(C)CC(=O)Nc1ccc2nc(SCC(=O)N3CCOCC3)sc2c1 | -3.2%
COc1ccc(Cl)cc1NC(=O)C(C)Sc1nc2c(c(=O)[nH]1)CCCC2 (centres undefined) | -4.5%
CCOc1ccc(-c2nnc(SCC(=O)N(CC)c3cccc(C)c3)o2)cc1 | -2.6%
CCc1nnc(SCC(=O)Nc2ccc(OC)c(OC)c2)c2cc3occc3n12 | 4.1%
COc1cc(C)ccc1OCCSc1nnc(-c2cccs2)o1 | -1.6%
Cc1cc(SCC(=O)Nc2ccc(C(F)(F)F)cc2)nc(=O)[nH]1 | -1.4%
O=C(CSc1n[nH]c(-c2ccccc2)n1)N1CCN(c2ccccc2F)CC1 | 9.1%

Taken from the results shown for reference:
SMILES | Epigenetic derep
O=C(NCCCN1CCN(c2cccc(Cl)c2)CC1)c1sc2ncccc2c1-n1cccc1 | -1.7%
COc1ccc(S(=O)(=O)c2c(O)c(C)cc(NS(=O)(=O)c3ccc(Cl)cc3)c2C(C)C)cc1 | 0.0%

The results go on:
SMILES | Epigenetic derep
Cc1ccc(NC(=O)C(C)Sc2nc(-c3ccccc3)c(C#N)c(=O)[nH]2)c(C)c1 (centres undefined) | 0.8%
CCc1ccc(CNC(=O)c2cc3c(=O)n(Cc4cccs4)ccc3nc2C)cc1 | 0.0%
CCOC(=O)c1ccc(-c2ccc(/C=C(\C#N)C(=O)Nc3ccc(C)cc3OC)o2)cc1 | 7.1%
CCOc1ccc(OCC)c(NC(=O)c2cc(S(=O)(=O)N3CCc4ccccc43)cn2C)c1 | 1.4%
O=C(NCC(c1ccco1)S(=O)(=O)c1cccs1)c1ccc(F)cc1 (centres undefined) | 2.6%
CCCc1ccc(S(=O)(=O)N2CCC(c3nnnn3-c3ccc(OC)cc3)CC2)cc1 | 5.2%
CCCNC(=O)CCNS(=O)(=O)c1ccc2c(c1)c(=O)n(C)c(=O)n2C | 3.1%
CC1CCCN(c2cc3c(cc2F)c(=O)c(S(=O)(=O)c2cccc(Cl)c2)cn3C)C1 (centres undefined) | -0.4%
COCCN1Cc2cccc(C(=O)Nc3ccc(Cl)cc3Cl)c2C1=O | 1.6%
Cc1ccc(Cl)cc1N1CCN(S(=O)(=O)c2ccc(-c3cnc(C4CC4)o3)cc2)CC1 | 2.9%
CC(=O)Nc1cccc(NC(=O)c2c(-c3ccccc3)c(-c3ccccc3)nn(C)c2=O)c1 | -2.5%
COc1ccc(CCNC(=O)c2ccc3c(c2)N(Cc2ccccc2Cl)C(=O)c2ccccc2S3)cc1OC | 2.1%
CCC(=O)N1c2ccc(S(=O)(=O)CCC(=O)Nc3ccc(Br)c(C)c3)cc2CC1C (centres undefined) | -0.8%
O=C(Nc1nc2c(s1)CCCC2)c1ccccc1F | -2.2%
COc1ccc(/C=C/c2nc(C#N)c(N3CCC(C)CC3)o2)cc1OC | 4.8%
CCCCOc1ccccc1Cn1c(=O)sc2ccccc21 | 0.0%
